Assay outcomes from PubChem BioAssay.
SENP1 inh: blocks the human SENP1 SUMO protease catalytic domain; Q9P0U3; recombinant SENP1 catalytic domain, CyPet-SUMO1-YPet FRET cleavage; inhibition, % at 10 µM; 360,000 tested, 0.21% active;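 active = inhibition at least 30% at 10 µM, raw YFP signal under a set limit, fluorescence ratio 0.5 to 1.5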;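 note: 0% = enzyme with DMSO and 100% = no enzyme wells; some results filed as inactive read as strong as hits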
Target sequence (Q9P0U3 419-644 limits assumed): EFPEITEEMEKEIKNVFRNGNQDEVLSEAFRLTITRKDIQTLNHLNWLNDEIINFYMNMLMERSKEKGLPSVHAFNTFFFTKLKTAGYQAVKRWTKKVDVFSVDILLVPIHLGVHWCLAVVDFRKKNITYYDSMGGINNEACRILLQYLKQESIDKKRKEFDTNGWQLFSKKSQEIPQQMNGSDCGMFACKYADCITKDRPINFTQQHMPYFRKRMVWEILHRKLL
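Controls: no-enzyme wells low, DMSO-plus-enzyme wells high control. Test system: human recombinant His6-tagged SENP1 catalytic domain enzyme. Reagent: SFCypet-SUMO1-SFYpet FRET protein substrate, 25 nM final. Doses: one dose per compound, 10 µM, 0.5% DMSO. Detection: FRET, CFP and YFP emission. Timing: 50 min reaction at room temperature.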
SENP8 block-1: SENP8 (human) protease inhibition; inhibition, % at 20 µM; recombinant SENP8, Nedd8 substrate fluorescence; Q96LD8; AID 602440; 360,000 tested, 0.64% active; in the data active = inhibition mostly above about 40%, no sharp cut-off; inactive = mostly below about 27%
Target sequence (Q96LD8 whole entry, looked up): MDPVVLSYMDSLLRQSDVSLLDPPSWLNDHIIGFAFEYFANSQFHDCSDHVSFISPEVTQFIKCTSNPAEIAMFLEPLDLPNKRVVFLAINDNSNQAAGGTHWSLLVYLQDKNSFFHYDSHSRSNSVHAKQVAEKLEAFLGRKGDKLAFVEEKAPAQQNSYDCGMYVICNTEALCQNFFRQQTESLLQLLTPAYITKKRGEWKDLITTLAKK
Apaf1 inhib: human Apaf-1 inhibition; reconstituted apoptosome caspase-3 activity, DEVD-Rh110 fluorescence; AID 489030; inhibition, % at 20 µM; 330,000 tested, 0.71% active; active = inhibition of at least 40% at 20 µM;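 note: plate controls were DMSO wells for no effect and DEVD-CHO caspase inhibitor wells for full effect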
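System – cell-free apoptosome with Apaf-1, procaspase-3 and caspase-9 · Buffer or medium – pH 7.5 Hepes buffer with CHAPS, BSA, DTT · Also added – cytochrome c with DEVD-Rh110 · Times – 30 min compound preincubation, 50 min activation, room temperature · Technique – Rh110 fluorescence intensity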
SENP8 block-2: inhibitors of human SENP8 protease; purified SENP8, Z-RLRGG-aminoluciferin cleavage, luminescence; inhibition, % at 10 µM; AID 2540; 330,000 tested, 1.2% active; in the data active = inhibition above about 50%
UBC13 inh: inhibitors of human UBC13 polyubiquitin chain formation; TR-FRET; inhibition, % at 20 µM; 330,000 tested, 0.47% active; in the data active = inhibition above about 45%, passing the limit was not always enough
Target sequence (P61088 whole entry, looked up): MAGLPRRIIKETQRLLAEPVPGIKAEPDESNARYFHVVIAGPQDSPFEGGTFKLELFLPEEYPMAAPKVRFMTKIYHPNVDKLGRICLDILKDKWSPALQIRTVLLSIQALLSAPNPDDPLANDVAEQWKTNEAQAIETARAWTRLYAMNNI
APOBEC3G inh: inhibitors of human APOBEC3G DNA deaminase; Q9HC16; recombinant A3G, ssDNA deamination FAM/TAMRA fluorescence; inhibition, % at 20 µM; 330,000 tested, 0.28% active; AID 493012;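 active = inhibition of at least 40% at 20 µM, with no more than 30% in the related APOBEC3A deaminase screen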;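 note: plate controls were DMSO wells with A3G for no effect and wells lacking A3G enzyme for full effect; some compounds called inactive have numbers as strong as hits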
SENP6 block: inhibitors of human SENP6 protease; Recombinant SENP6 catalytic domain, aminoluciferin luminescence; Q9GZR1; 330,000 tested, 1.8% active; inhibition, % at 10 µM;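 active = inhibition above about 50% at the single tested dose, limit read from the data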;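 note: plate controls were DMSO wells with enzyme for no effect and DMSO wells lacking enzyme for full effect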
SENP7 inh: SENP7 protease inhibition; Q9BQF6; recombinant SENP7, Z-RLRGG-aminoluciferin luminescence, 40 min; inhibition, % at 5 µM; 330,000 tested, 1.5% active;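 active = inhibition above about 50% at the single test dose, limit read from the data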;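 note: plate controls were DMSO with enzyme for no effect and no enzyme buffer wells for full effect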
Target sequence (Q9BQF6 706-1050 limits assumed): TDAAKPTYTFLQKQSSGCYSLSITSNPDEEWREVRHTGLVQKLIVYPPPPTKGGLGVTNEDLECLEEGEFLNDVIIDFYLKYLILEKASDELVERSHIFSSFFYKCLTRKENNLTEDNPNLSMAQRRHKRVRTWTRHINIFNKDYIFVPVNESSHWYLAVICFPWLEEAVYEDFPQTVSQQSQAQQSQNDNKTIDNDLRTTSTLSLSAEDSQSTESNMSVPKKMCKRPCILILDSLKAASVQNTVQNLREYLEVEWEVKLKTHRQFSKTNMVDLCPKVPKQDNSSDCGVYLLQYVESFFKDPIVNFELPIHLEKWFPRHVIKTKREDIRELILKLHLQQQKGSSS
The depositor's hits bear a star; x = no result given.

Field names – A = SENP1 inh; B = SENP8 block-1; C = Apaf1 inhib; D = SENP8 block-2; E = UBC13 inh; F = APOBEC3G inh; G = SENP6 block; H = SENP7 inh
S=C(NCCc1ccccc1)N1CCCCC1
  A = 2	B = 1	C = 4	D = 2	E = 2	F = 0	G = 9	H = -3

CCN(CC(=O)Nc1ccc(NC(C)=O)cc1)C(=O)c1ccc(COc2ccccc2)o1
  A = 4	B = 12	C = -5	D = -11	E = -3	F = -3	G = -7	H = 7

CC1(C)Cc2c(sc(NC(=O)C(=O)NCC3CCCO3)c2C(=O)O)CO1 (stereo unspecified)
  A = -16	B = -4	C = -5	D = 4	E = -6	F = -1	G = -8	H = 3

O=c1oc2ccccc2n1CSC1=NCCS1
  A = 3	B = 7	C = -5	D = 6	E = 7	F = -8	G = -4	H = 9

Cc1ccc(OCCOC(=O)C2CCN(S(=O)(=O)c3ccc(C)c(C)c3)CC2)cc1
  A = 2	B = -7	C = 20	D = -9	E = -2	F = -7	G = -14	H = -6

CC(C)(C)NC(=O)CSc1nc(O)cc(=O)n1-c1ccccc1
  A = -1	B = 0	C = -13	D = 3	E = -6	F = 1	G = 3	H = 9

O=C(Nc1cc(S(=O)(=O)N2CCOCC2)ccc1Cl)c1ccc(=O)[nH]c1
  A = 1	B = 5	C = -1	D = -2	E = 6	F = -10	G = -9	H = -18

CCc1ccc(NC(=O)c2cc(C)nn2-c2ccccc2)cc1
  A = 0	B = 23	C = 10	D = 1	E = 0	F = -5	G = 13	H = -7

O=C(COC(=O)c1cccc(C(F)(F)F)c1)NCc1ccc(Cl)cc1
  A = 0	B = 19	C = -14	D = 0	E = -5	F = -6	G = 2	H = 8

NCCOc1ccccc1OCCN
  A = 0	B = 4	C = 1	D = -4	E = -6	F = -5	G = -6	H = -12

COc1cccc(N2C(=O)N(c3ccccc3)C3CS(=O)(=O)CC32)c1 (stereo unspecified)
  A = -7	B = 21	C = -33	D = -1	E = 0	F = -7	G = -22	H = -10

Cc1ccc(N2C(=O)c3ccccc3NC2(C(=O)O)c2ccccc2)cc1Cl (stereo unspecified)
  A = 2	B = -89	C = 6	D = 6	E = 1	F = -6	G = -2	H = 2

NC(=O)CC[C@H](NC(=O)OCc1ccccc1)C(=O)OCc1ccc(Cl)cc1
  A = 2	B = 15	C = 2	D = -3	E = 5	F = -11	G = 8	H = 7

Cc1cccc(NC(=O)c2cc(N3C(=O)CCC3=O)ccc2Cl)n1
  A = 0	B = 14	C = -7	D = -1	E = 12	F = -2	G = -5	H = 7

O=C(COC(=O)CNS(=O)(=O)c1ccccc1)Nc1ncc(Cl)cc1Cl
  A = -1	B = 0	C = -13	D = 9	E = -5	F = -5	G = -6	H = 5

Cc1ccc(Cn2nnc3c(=O)[nH]c(C4CCN(C(=O)c5cccs5)CC4)nc32)cc1
  A = 0	B = 16	C = 22	D = 0	E = 7	F = -4	G = -16	H = -6

CN1OC2C(=O)N(c3ccccc3)C(=O)C2C1c1ccc(F)cc1 (stereo unspecified)
  A = 2	B = 13	C = -8	D = -10	E = -8	F = -5	G = -8	H = -9

COc1ccc(-c2noc(CCC(=O)N3CCN(c4ccc(Br)cc4)CC3)n2)cc1
  A = 1	B = -1	C = 9	D = x	E = x	F = 2	G = x	H = -2

N#Cc1cccc(NC(=O)CN2C(=O)NC3(CCCCCC3)C2=O)c1
  A = 2	B = 0	C = 6	D = -6	E = 0	F = -7	G = -2	H = -2

COC(=O)c1ccccc1NC1=C/C(=N\S(=O)(=O)c2ccc(C(=O)O)cc2)c2ccccc2C1=O
  A = 4	B = -20	C = 95*	D = 90*	E = -128	F = -2	G = 73*	H = 24

COc1ccc(OC)c(NC(=O)CSc2nc3ccccc3c(=O)n2CCNC(C)=O)c1
  A = 3	B = 19	C = 6	D = -1	E = -3	F = -4	G = -4	H = 5

COc1cc2c3c(c1)c(C1=NC(=S)NC1=O)c(O)n3C(C)(C)C=C2C
  A = 0	B = 30	C = -18	D = -3	E = -2	F = -6	G = -2	H = -4

CC(C)(C)C1(O)CC(C(F)(F)F)=NN1C(=O)CCCc1ccccc1 (stereo unspecified)
  A = 0	B = 6	C = 18	D = -3	E = 0	F = 1	G = -3	H = 0

O=C(CN1CCN(c2ccccc2O)CC1)Nc1ccccc1C(=O)NCCc1ccccc1
  A = 2	B = -14	C = 14	D = 8	E = 16	F = -8	G = 0	H = 1

COc1cccc(-c2nc(CS(=O)(=O)CC(=O)Nc3ccccc3Br)c(C)o2)c1
  A = -1	B = -2	C = 17	D = 9	E = -7	F = -4	G = 4	H = 3

COc1ccc(Oc2ccc(N/C=C3/CCCC3=O)cc2)cc1
  A = -23	B = -44	C = -3	D = 6	E = 2	F = 6	G = 4	H = 5

CC(=O)NCCn1c(SCC(=O)Nc2ccc(C)cc2)nc2ccccc2c1=O
  A = 0	B = 7	C = -7	D = -2	E = -7	F = -1	G = -4	H = 9

O=C(C1CCCN(S(=O)(=O)c2cccnc2)C1)N1CCN(c2ccccn2)CC1 (stereo unspecified)
  A = -1	B = -19	C = -7	D = 7	E = -5	F = -3	G = 5	H = -4

O=C1CCC(C(=O)NC2(C(=O)NC3CCCCC3)CCCCC2)N1 (stereo unspecified)
  A = -1	B = 18	C = -7	D = 1	E = -2	F = 3	G = -6	H = 8

CCCC(=O)Nc1cc2c(cc1C(C)=O)OCCO2
  A = 3	B = -404	C = -2	D = -3	E = 0	F = 0	G = -13	H = 0

O=S(=O)(c1ccc2ccccc2c1)N1CCCCCC1
  A = 2	B = 1	C = 9	D = 9	E = 5	F = -7	G = -5	H = -10

Cc1ccc(-n2nc3c(c2NC(=O)c2ccc4c(c2)OCO4)CS(=O)(=O)C3)cc1
  A = -1	B = 1	C = 5	D = -4	E = -7	F = -7	G = -17	H = 13

Cc1cccc(C)c1Nc1c(-c2ccc(N3CCOCC3)cc2)nc2ncccn12
  A = -40	B = 8	C = 8	D = -1	E = -5	F = -4	G = 2	H = 5

CCCn1c(=O)c(C(=O)Nc2ccccc2)c(O)c2ccccc21
  A = 3	B = -24	C = 1	D = 3	E = 5	F = -9	G = 12	H = 9

CCCOc1c(Cl)cc(/C=N/O)cc1OCC
  A = 4	B = 18	C = 9	D = -2	E = 10	F = -7	G = 5	H = -1

CCOc1ccc(C(=O)NCC(=O)NCC(c2ccc(OC)cc2)N2CCOCC2)cc1OCC (stereo unspecified)
  A = 0	B = -9	C = 23	D = 3	E = 12	F = -11	G = -11	H = -7

COc1ccc(-c2n[nH]c(C)c2-c2ccc(Cl)cc2)c(O)c1
  A = -2	B = 11	C = 25	D = -7	E = 18	F = -4	G = -9	H = 6

NC(=O)c1nnn(-c2ccc([N+](=O)[O-])cc2)c1-c1ccccc1
  A = -1	B = 21	C = 3	D = 5	E = 0	F = -1	G = 2	H = 12

O=C(Nc1cc(S(=O)(=O)N2CCCC2)ccc1Cl)c1cc(F)c(F)c(F)c1F
  A = -1	B = 6	C = 5	D = 10	E = 21	F = -1	G = -11	H = -6

Cc1cccc(NC(=S)N2CCN(S(=O)(=O)c3ccccc3)CC2)c1
  A = 6	B = 8	C = 5	D = -15	E = -6	F = -8	G = 3	H = 10

CS(=O)(=O)N1CC(C(=O)NC2CCCC2)Oc2ccc(Cl)cc21 (stereo unspecified)
  A = 3	B = 30	C = 5	D = 1	E = 4	F = -6	G = -6	H = -7

CC(C)(C)c1cc(C(=O)NNc2cc(C(F)(F)F)ccc2Cl)n(Cc2ccccc2)n1
  A = 0	B = 6	C = 19	D = -8	E = -15	F = -3	G = -28	H = -10

COc1ccc(-c2nc3ccccc3o2)cc1NC(=O)c1ccc(Br)o1
  A = 2	B = -49	C = 6	D = 7	E = 1	F = -5	G = 0	H = -4

Cc1ccc(-c2n[nH]c(S(C)(=O)=O)c2C#N)cc1
  A = 1	B = 23	C = -21	D = -1	E = 3	F = -9	G = -3	H = 4

CCCCCCNC(=O)CCNS(=O)(=O)c1ccc(C)cc1
  A = 2	B = -5	C = 15	D = -6	E = -3	F = -19	G = -34	H = -4

COc1ccc(C(=O)Nc2cccc(C(=O)NCc3ccco3)c2)cc1
  A = -3	B = 4	C = -6	D = -8	E = 7	F = -8	G = -18	H = 1

Cc1cc(C(=O)NN=C2CC(=O)CC(C)(C)C2)c(C)o1
  A = 0	B = 0	C = -1	D = 0	E = -11	F = -2	G = -9	H = -16

CCOC(=O)C1C(=O)CC(C)(O)C(C(=O)OCC)C1c1cccs1 (stereo unspecified)
  A = 1	B = 15	C = -8	D = -2	E = 13	F = -4	G = -1	H = -4

CSCC[C@H](NC(=O)OC(C)(C)C)C(=O)N1CCC(C(=O)N[C@@H](C)C(=O)O)CC1
  A = -1	B = 11	C = -13	D = -1	E = -11	F = -4	G = 7	H = -9

CC(=O)N1CCc2cc(Br)cc(S(=O)(=O)N3CCCCC3)c21
  A = 0	B = 5	C = 7	D = 3	E = 2	F = -9	G = -4	H = 4

CCCCN1C(=O)CN(CCc2ccccc2)C(=O)C1c1ccc(OC)cc1 (stereo unspecified)
  A = -1	B = 7	C = 10	D = -1	E = 2	F = 4	G = 3	H = 9

CC12COC3(C(=O)Nc4ccccc4)CC1CCC32C (stereo unspecified)
  A = 0	B = -4	C = -6	D = -5	E = 7	F = -12	G = -22	H = 0

CN(C)C(=O)c1ccc(NS(=O)(=O)c2ccc3c(c2)OCCO3)cc1
  A = -1	B = 10	C = 2	D = -1	E = -2	F = -8	G = -8	H = 0

COC(=O)[C@@]1(Cc2ccccc2)[C@H]2C(=O)N(C)C(=O)[C@H]2[C@H]2CN=C(SCc3ccc(C)cc3)N21
  A = 2	B = 17	C = 20	D = x	E = x	F = 2	G = x	H = 0

COCCCNC(=S)N1CCN(S(=O)(=O)c2ccc(OC)cc2)CC1
  A = 0	B = 9	C = -3	D = 2	E = 6	F = -4	G = 2	H = -11

Cc1ccc(C(=O)N2CCCCC2)cc1S(=O)(=O)N1CCCC1
  A = -1	B = 8	C = 4	D = 3	E = 2	F = -5	G = 0	H = 4

Some values from the entries so far:
N#Cc1cccc(NC(=O)CN2C(=O)NC3(CCCCCC3)C2=O)c1 @ Apaf1 inhib: 6
CS(=O)(=O)N1CC(C(=O)NC2CCCC2)Oc2ccc(Cl)cc21 (stereo unspecified) @ Apaf1 inhib: 5

A section from further up, for reference:
Field names – A = SENP1 inh; B = SENP8 block-1; C = Apaf1 inhib; D = SENP8 block-2; E = UBC13 inh; F = APOBEC3G inh; G = SENP6 block; H = SENP7 inh
COc1ccc(C(=O)Nc2cccc(C(=O)NCc3ccco3)c2)cc1
  A = -3	B = 4	C = -6	D = -8	E = 7	F = -8	G = -18	H = 1

Cc1cc(C(=O)NN=C2CC(=O)CC(C)(C)C2)c(C)o1
  A = 0	B = 0	C = -1	D = 0	E = -11	F = -2	G = -9	H = -16
